Hsp70 displacement – Hsp70 inhibitors, probe displacement, primary screen, biochemical, fluorescence polarization (AID 583). Hsp70 fluorescence polarization probe displacement, mP; higher % means a stronger effect. displacement, % at 20 µM; hits with a dose series show IC50 in µM. 140,000 tested, 0.06% active; in the data active = displacement above about 50%;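 note: plate controls were vehicle for no effect and reference ligand for full effect; a part of the inactive calls stands beside numbers as strong as those of hits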
Rat MKP-3 inhibitors – MKP-3 phosphatase inhibitors, primary screen, biochemical, rat enzyme, in vitro (AID 425); 110,000 tested, 0.17% active; recombinant MKP-3 phosphatase activity, fluorescence; higher % means a stronger effect; inhibition, % at 20 µM, or IC50 in µM where a hit was titrated; in the data active = inhibition above about 50%;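 note: plate controls were vehicle for no effect and reference inhibitor for full effect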
Starred values were filed as active, the others as inactive; nt = no result given; & = joins results of further samples. The list is partial. The share of hits here may be higher or lower than overall.

cpd | Compound | Hsp70 displacement | Rat MKP-3 inhibitors
1 | CC1Cc2ccccc2N1C(=O)CSc1nc2c(c(=O)n(C)c(=O)n2C)n1Cc1ccc(F)cc1 (stereo not given) | -2.8% | nt
2 | CS(=O)(=O)c1ccc2nc(NC(=O)c3cccc(Br)c3)sc2c1 | 0.8% | 3%
3 | COc1ccc(/C=N/N2C(=O)CSC2=S)cc1 | 2.9%&13% | 1%
4 | CC(/C=C1\SC(=S)N(c2cccc(C(F)(F)F)c2)C1=O)=C\c1ccccc1 | 0.7% | 0%
5 | COc1ccc(OC)c(-n2nnnc2SCC(=O)Nc2ccc3c(c2)OCCO3)c1 | 2.1% | 1%
6 | CN1C(=O)CCC1(O)c1ccccc1 (stereo not given) | -2.3% | -4%
7 | O=C(c1cccc([N+](=O)[O-])c1)c1ccc2c(c1)C(=O)N(N1C(=O)c3ccccc3C1=O)C2=O | -2.0% | 1%
8 | CC(C)C(NS(=O)(=O)c1ccccc1[N+](=O)[O-])C(=O)Nc1cccc2ccccc12 (stereo not given) | -0.4% | 2%
9 | O=C(NC12CC3CC(CC(C3)C1)C2)N1CCN(c2nc(-c3ccccc3)cs2)CC1 | 1.9% | nt
10 | CC12CCC(C(=O)N3CCCCC3)(CC1=O)C2(C)C (stereo not given) | -0.5% | 36%
11 | O=C(NCc1cccc(F)c1)C1CCN(S(=O)(=O)Cc2ccccc2)CC1 | -6.9% | -3%
12 | O=C(Nc1sc2c(c1C(=O)O)CCCCC2)c1ccco1 | 0.9%&0.1% | -7%&0%
13 | CCOC(=O)C1=C(C)C(c2ccc(OC)cc2OC)NC(=O)N1 (stereo not given) | -10% | -7%
14 | CC(=O)NC1CC2CCCC(C1)N2C(=O)Nc1ccc(Cl)c(C(F)(F)F)c1 (stereo not given) | -4.0% | 2%
15 | Cc1cc(CN2CCN(CCC#N)CC2)c(O)c(C2(C)CCCCC2)c1 | -2.3% | -6%
16 | CCOc1ccccc1NC(=O)C(N)=O | 2.9% | -1%
17 | Cc1csc(NC(=O)CCCSc2nc3ccccc3s2)n1 | -1.3% | -3%
18 | c1ccc(Cc2nnc3sc(-c4ccccn4)nn23)cc1 | 8.4% | nt
19 | O=C(Nc1ccccn1)c1ccc(CN(c2ccccc2)S(=O)(=O)c2ccccc2)cc1 | 2.7% | 2%
20 | CCOC(=O)c1c(NC(=O)Cc2ccc(OC)cc2)sc(C(=O)Nc2ccccc2OC)c1C | 3.9% | 0%
21 | CC(C(=O)O)N1C(=O)/C(=C\c2ccc(F)cc2)SC1=S (stereo not given) | -5.9% | 1%
22 | CCN1C(=O)c2ccc(C(=O)NCc3ccccc3)cc2C1=O | 4.4% | -10%
23 | CCCc1cc(C(=O)NC2CCCCC2)no1 | 1.2% | -10%
24 | COCCCn1c(SCC(=O)NCc2ccccc2)nc2ccccc2c1=O | -1.8% | nt
25 | COCCNS(=O)(=O)c1ccc(C2CNC(=O)C2)cc1 (stereo not given) | 0.7% | 5%
26 | O=C(c1cccn2c(=O)c3ccccc3nc12)N1CCN(c2ccccn2)CC1 | -4.5% | 2%
27 | O=C(c1ccc(F)cc1)N1CCN(C(=O)c2cccs2)CC1 | 0.2% | 3%
28 | CC(=O)N1N=C(c2ccc(Cl)cc2)OC1c1ccc(C(C)C)cc1 (stereo not given) | 2.9% | nt
29 | O=C(Cn1cnc2ccccc21)NC(c1ccccc1)c1ccccc1 | 0.8% | nt
30 | COc1ccccc1CNC(=O)CCC(=O)Nc1nnc(C(C)C)s1 | 4.8% | nt
31 | CCc1ccc2nc(N3CCN(C)CC3)c(C#N)cc2c1 | -3.5% | -8%
32 | Cc1cccc(CSc2nnc(NC(=O)c3ccco3)s2)c1 | 2.3% | nt
33 | CCOCCOC(=O)c1ccc(NC(=O)c2ccncc2)cc1 | nt | 1%
34 | O=C(Nc1nc2c(s1)C(=O)CCC2)c1ccccc1Cl | -2.8% | 3%
35 | CC(C)OC(=O)CSc1n[nH]c(-c2cccnc2)n1 | 1.9% | -3%
36 | OC(COCc1cccs1)CN1CCN(c2ccccn2)CC1 (stereo not given) | 1.7% | 3%
37 | O=C(Nc1ccccn1)c1sc2cc([N+](=O)[O-])ccc2c1Cl | 7.5% | 0%
38 | Cc1cc(Nc2ccc(Br)c(C)c2)n2nc(C)nc2n1 | 0.7% | 4%
39 | COc1ccc(C(=O)Nn2c(SCC(=O)c3ccccc3)nc3ccccc3c2=O)cc1 | 4.3% | nt
40 | CC(=O)Nc1ccc(OCC(O)CN2CCN(c3cc(Cl)ccc3C)CC2)cc1 (stereo not given) | -0.9% | -4%
41 | CC(C)Oc1ccc(C(=O)NC2(C(F)(F)F)N=C3SCCN3C2=O)cc1 (stereo not given) | 4.8% | nt
42 | c1coc(-c2nnc3sc(Cc4cccs4)nn23)c1 | 7.6% | 6%
43 | O=C(N/N=C/c1ccncc1)c1c[nH]c2ccccc12 | -1.8% | 0%
44 | COc1ccc(NC(C)=O)cc1NC(=O)CSc1nnc(-c2ccccc2)n1N | -3.3% | 8%
45 | C/C(=N\NC(=O)C1(C)CC1(Br)Br)c1ccc(Cl)s1 (stereo not given) | 1.8% | 5%
46 | CC(C)c1nnc(NC(=O)CCC(=O)Nc2ccc(F)cc2)s1 | -0.3% | -4%
47 | CCCCCCCCNC(=O)C(CCC(=O)OCc1ccccc1)NC(C)=O (stereo not given) | 7.2% | nt
48 | CC(C)CC(C(=O)Nn1cnnc1)N1C(=O)c2ccccc2C1=O (stereo not given) | 3.0% | 3%

Reprinted at random: 6 records from the list, in no set order.
cpd | Compound | Hsp70 displacement | Rat MKP-3 inhibitors
37 | O=C(Nc1ccccn1)c1sc2cc([N+](=O)[O-])ccc2c1Cl | 7.5% | 0%
42 | c1coc(-c2nnc3sc(Cc4cccs4)nn23)c1 | 7.6% | 6%
41 | CC(C)Oc1ccc(C(=O)NC2(C(F)(F)F)N=C3SCCN3C2=O)cc1 (stereo not given) | 4.8% | nt
47 | CCCCCCCCNC(=O)C(CCC(=O)OCc1ccccc1)NC(C)=O (stereo not given) | 7.2% | nt
40 | CC(=O)Nc1ccc(OCC(O)CN2CCN(c3cc(Cl)ccc3C)CC2)cc1 (stereo not given) | -0.9% | -4%
38 | Cc1cc(Nc2ccc(Br)c(C)c2)n2nc(C)nc2n1 | 0.7% | 4%

New compounds follow:
cpd | Compound | Hsp70 displacement | Rat MKP-3 inhibitors
49 | CCCC1(C)Nc2ccccc2-c2nc3ccccc3n21 (stereo not given) | 3.9% | nt
50 | O=[N+]([O-])c1ccccc1S(=O)(=O)NC12CC3CC(CC(C3)C1)C2 | 2.4% | 2%
51 | Oc1ccccc1-c1nnc(SCCN2CCOCC2)n1Cc1ccccc1 | 12% | -7%
52 | N#CCSc1nnc(C2CCCCC2)n1-c1ccccc1 | -3.2% | -4%
53 | Cn1c(C(=O)N2CCc3ccccc3C2)cc2c(=O)n3ccccc3nc21 | 2.3% | -3%
54 | Oc1c(C(c2cccc(F)c2)N2CCN(Cc3ccccc3)CC2)sc2ncnn12 (stereo not given) | -4.9% | -4%
55 | COC(=O)C1=C(C)N=c2s/c(=C\c3ccc(F)cc3)c(=O)n2C1c1ccccc1 (stereo not given) | -4.4% | -2%
56 | Cc1ccccc1-c1noc(N)c1C#N | 1.6% | -10%
57 | CCCCNC(=O)CN1C(=O)NC2(CCCc3ccccc32)C1=O (stereo not given) | -5.7% | nt
58 | Cn1c(Cn2nnc3ccccc32)nnc1SCC(=O)c1ccc(F)cc1 | -2.5% | -5%
59 | N#Cc1nc(COc2ccc(Br)cc2)oc1NCCN1CCOCC1 | 4.4% | -1%
60 | COc1ccc(C2NC(=S)NC(C)=C2C(=O)Nc2cccc(Cl)c2)cc1 (stereo not given) | -0.4% | 4%
61 | O=C(NCC1(c2ccccc2)CCOCC1)c1ccccc1C(=O)c1ccccc1 | 2.6% | -3%
62 | O=C(O)COc1ccc2c(=O)c(-c3ccc(Cl)cc3)coc2c1 | 0.7% | 2%
63 | Oc1ccc(N2CCN(C(c3ccncc3)c3nnnn3C3CCCC3)CC2)cc1 (stereo not given) | -2.5% | 8%
64 | COc1cccc2[nH]c3c(N4CCC(C(N)=O)CC4)ncnc3c12 | -1.9% | -5%
65 | Cc1ccc(C(c2nnnn2Cc2cccs2)N2CCN(Cc3ccc4c(c3)OCO4)CC2)cc1 (stereo not given) | 4.5% | -7%
66 | CCCc1nnc(SCC(=O)N2CCOCC2)n1CCCOC | 3.0% | -5%
67 | CCCCOC(C)n1cc(Cl)c(=O)[nH]c1=O (stereo not given) | nt | 4%
68 | CCN(Cc1ccccc1)C(=O)c1ccc([N+](=O)[O-])cc1 | 3.6% | -3%
69 | O=C(c1ccccc1Br)N1CCc2ccccc2C1 | 5.5% | -2%
70 | COc1ccc(OC)c(N2C(=O)c3cccc4cccc(c34)C2=O)c1 | 1.6% | 1%
71 | O=C(NCCNc1c(Cl)cccc1[N+](=O)[O-])c1cc(F)c(F)cc1Cl | -4.9% | 3%
72 | Cc1cc(CNC(=O)Nc2ccc3c(c2)OCO3)nn1C | -5.5% | -2%

The list goes on, overlapping the part above by 2 compounds.
cpd | Compound | Hsp70 displacement | Rat MKP-3 inhibitors
71 | O=C(NCCNc1c(Cl)cccc1[N+](=O)[O-])c1cc(F)c(F)cc1Cl | -4.9% | 3%
72 | Cc1cc(CNC(=O)Nc2ccc3c(c2)OCO3)nn1C | -5.5% | -2%
73 | CCN(Cc1cc2ccccc2[nH]c1=O)S(=O)(=O)c1ccccc1 | 4.7% | -4%
74 | O=C(Nc1ccccc1)c1cccnc1N1CCOCC1 | 6.0% | -11%
75 | CCOc1cc(/C=C2/SC(=S)NC2=O)cc(Br)c1OCc1ccc(F)cc1 | 17% | 9%
76 | Nc1ccc(C2CC(=O)NC(=O)N2)cc1 (stereo not given) | -4.0% | 0%
77 | CCOC(=O)c1c(C)sc2c1N(C(=O)CCl)c1cc(Cl)ccc1S2 | 5.6% | nt
78 | C/C(=N\NC(=O)c1cc(-c2ccc3ccccc3c2)n[nH]1)c1cccc([N+](=O)[O-])c1 | 3.9% | 42%
79 | CCOC(=O)N1CCN(C(=O)c2csc3c2CCCCC3)CC1 | -6.3% | -4%
80 | CCOc1cc(C(=O)N2CCN(C)CC2)cc(OCC)c1OCC | -3.1% | 3%
81 | Cc1ccccc1N(C)S(=O)(=O)c1ccc(Cl)cc1 | 2.0% | -1%
82 | COCCNC(=O)Cn1ncc2ccsc2c1=O | -0.7% | -6%
83 | Cc1[nH]n(-c2ccc([N+](=O)[O-])cc2)c(=O)c1/C=N/N1CCOCC1 | -0.7% | 4%
84 | O=C(CSc1nnc(-c2ccc(Cl)cc2)n1Cc1ccco1)Nc1ccc2c(c1)OCCO2 | 0.5% | 6%
85 | CN(NC(=O)C(C)(C)C)c1nc(-c2ccccc2)nnc1C(F)(F)F | -1.6% | nt
86 | CC(C)OC(=O)C(C#N)c1nc2ccccc2nc1N1CCCC1 (stereo not given) | -84% | 0%
87 | CC(Sc1nc2ccccc2c(=O)[nH]1)C(=O)O (stereo not given) | 3.9% | nt
88 | CCOc1ccc(C2C(C#N)=C(N)Oc3cc(C)n(CCN(C)C)c(=O)c32)cc1OCC (stereo not given) | 0.4% | 2%
89 | CC1CCN(S(=O)(=O)c2cc(Br)cc(C(=O)NC3=NCCS3)c2)CC1 | 3.2% | -12%
90 | CCOc1cccc(C(=O)Nc2nnc(C(c3ccccc3)c3ccccc3)s2)c1 | -0.4% | 2%
91 | CC1=CC(C)(C)N(C(=O)CN2C(=O)c3ccccc3C2=O)c2ccccc21 | 0.9% | 0%
92 | CCCCOc1ccc(S(=O)(=O)Nc2cc(OC)ccc2OC)cc1 | -2.8% | -2%
93 | CCOC(=O)c1c(NC(=O)c2ccc(C)cc2)sc(C(=O)Nc2ccccc2C(F)(F)F)c1C | 0.6% | 3%
94 | CN(CC(=O)NCCN1CCN(Cc2ccccc2)CC1)S(=O)(=O)c1cccc2nsnc12 | -6.4% | 5%
95 | CN(CCO)C(=O)c1cccc2c1-c1ccccc1C2=O | 0.5% | -8%
96 | CCCOC(=O)c1ccc(NS(=O)(=O)c2ccc(Cl)cc2)cc1 | 2.5% | 2%
97 | O=C1NC(=O)N(c2cccc(Br)c2)C(=O)/C1=C/c1ccc(-c2ccccc2C(=O)O)o1 | 3.0% | 3%
98 | CCOC(=O)C1=C(C)N=c2s/c(=C\c3ccc(Br)o3)c(=O)n2C1c1ccc(F)cc1 (stereo not given) | 3.8% | 4%
99 | Cc1nc2ccccc2c(=O)n1C1CCCCCC1 | 8.9% | -2%
100 | CC(C)(C)c1ccc(S(=O)(=O)NCCOCC(F)(F)C(F)F)cc1 | 17% | -5%
101 | C=CCN1C(=O)C(O)(CC(=O)c2ccc(Cl)cc2)c2ccccc21 (stereo not given) | -1.2% | -2%
102 | O=C(CSc1nc2ccccc2s1)NNC(=S)NC1CCCCC1 | -0.6% | 5%
103 | Cn1c(SCC(=O)Nc2ccccc2)nc2ccccc21 | -0.9% | 3%
104 | CCOc1ccccc1C(=O)Nc1sc2c(c1C#N)CCCC2 | 1.4% | 3%
105 | CCCCCCCNC1CC(=O)N(c2ccc(Cl)cc2)C1=O (stereo not given) | -5.4% | 3%
106 | COc1ccc(N=c2ssnc2Cl)cc1 | 3.1% | nt
107 | COc1ccc(-n2ccnc2SCC(=O)Nc2ccccc2)cc1 | 4.3% | -3%
108 | Cc1ccc2cc(CN(CC3CCCO3)S(=O)(=O)c3cccc4nsnc34)c(=O)[nH]c2c1 (stereo not given) | 4.2% | -7%
109 | O=C(COC(=O)CN1C(=O)C2CC=CCC2C1=O)Nc1cc(C(F)(F)F)ccc1N1CCOCC1 (stereo not given) | -0.3% | 1%
110 | C=C(C)c1ccccc1NC1=NS(=O)(=O)c2ccccc21 | 5.8% | 0%
111 | CCSc1nnc(NC(=O)c2ccc(C)o2)s1 | -0.1% | -3%
112 | CNC(=O)CSc1nnc(-c2cccs2)o1 | -4.7% | nt
113 | COc1cccc(N2C(=O)C3ON(c4ccccc4)C(c4cccs4)C3C2=O)c1 (stereo not given) | 0.5% | -12%
114 | CC(C)N1CCc2c(sc(N)c2C#N)C1 | -15% | -5%
115 | CCNC(=S)NNC(=O)c1cccc(Br)c1 | -2.3% | 0%
116 | CC(C)c1cc(C(=O)Nc2cccnc2)no1 | -3.9% | 1%
